# Growth percent in the NCI-60 one-dose screen (48 h, 10 µM unless noted): 100 = growth as untreated, 0 = no growth, -100 = all killed.
# OVCAR-5 – OVCAR-5 ovarian cancer. 2.9% of 82,000 active
# TK-10 – TK-10 renal cancer cells | 3.9% of 81,000 active | AID 1794769
# OVCAR-8 – OVCAR-8 ovarian cancer | 4.4% of 81,000 active | AID 1794782
# ACHN – ACHN renal cancer; AID 1794771; 4.9% of 81,000 active
# A498 – A498 renal cancer cells; AID 1794774; 5.4% of 76,000 active
# RXF 393 – RXF 393 renal cancer cells | 6.9% of 77,000 active
# CAKI-1 – CAKI-1 renal cancer. AID 1794772. 4.7% of 75,000 active
# OVCAR-3 – OVCAR-3 ovarian cancer. 7% of 79,000 active. AID 1794787
# Numbers without * were called inactive; . = not tested or not shown; & = joins results of further samples. How the source made its calls: active means growth percent below 10; inactive means the rest.
# Start of the data: the first two compounds as a preview:
no. | Compound | OVCAR-5 | TK-10 | OVCAR-8 | ACHN | A498 | RXF 393 | CAKI-1 | OVCAR-3
1 | O=C(Nc1ccccn1)c1noc2ccccc12 | 100 | 48 | 74 | 92 | 96 | 100 | . | 94
2 | C=C(C)CN=Cc1ccc(OC)c(OC)c1 | 99 | 92 | 97 | . | 114 | 98 | . | 100

# This part in full, from the start:
no. | Compound | OVCAR-5 | TK-10 | OVCAR-8 | ACHN | A498 | RXF 393 | CAKI-1 | OVCAR-3
1 | O=C(Nc1ccccn1)c1noc2ccccc12 | 100 | 48 | 74 | 92 | 96 | 100 | . | 94
2 | C=C(C)CN=Cc1ccc(OC)c(OC)c1 | 99 | 92 | 97 | . | 114 | 98 | . | 100
3 | COc1ccc(C2C3=C(CC(C)(C)CC3=O)N(CCc3ccc(S(N)(=O)=O)cc3)C3=C2C(=O)CC(C)(C)C3)cc1 | 105 | 109 | 101 | 97 | . | 97 | 87 | .
4 | CCn1c(SCC(=O)Nc2cccc(C(=O)/C=C/c3ccccc3)c2)nc2ccccc2c1=O | 102 | 133 | 100 | 97 | 103 | . | 109 | 113
5 | C=CCOC(=O)[C@H](C)NC(=O)[C@@H]1CCCN1C(=O)CNC(=O)C(C)(C)C | 102 | 103 | 102 | 110 | 127 | 142 | 100 | 106
6 | COc1ccc(C(=O)O)cc1 | 105&106 | 126&96 | 96&102 | 103&104 | 97&103 | 116&106 | 94&99 | 109&109
7 | CC(C)(C)[Si](C)(C)OC1[C@@H](CNC(=O)NC(N)=O)O[C@@H](n2cnc3c(NC(=O)Nc4ccccc4)ncnc32)[C@H]1O[Si](C)(C)C(C)(C)C (stereo partly drawn) | 103 | 106 | 84 | 73 | 89 | 73 | 100 | 85
8 | COc1ccc(C(Cc2ccccc2)NC(C)CO)cc1 (stereo not drawn) | 96 | 94 | . | 103 | 89 | 108 | 96 | 110
9 | C[C@]12CCC3c4ccc(O)cc4CCC3C1CCC2=O (stereo partly drawn) | 94 | . | 107 | 91 | 117 | 113 | 80 | 117
10 | Cc1ccc(C2CC(c3cccs3)=NN2c2ccc(S(N)(=O)=O)cc2)s1 (stereo not drawn) | 101 | 95 | 83 | 92 | 90 | 93 | 87 | 94
11 | O=C(CCCCCCC(=O)Nc1ccc(C(=O)/C=C/c2cn(-c3ccccc3)nc2-c2ccc(Br)cc2)cc1)NNc1ccccc1 | 105 | 127 | 98 | 100 | 99 | 91 | 91 | 110
12 | c1cc(-c2nc3nccc(-c4ccsc4)n3n2)ccn1 | 106 | 86 | 97 | 102 | 49 | 97 | 105 | 105
13 | C=C(C)[C@@H]1CC[C@]2(C(=O)N3CCN(CC)CC3)CC[C@]3(C)[C@H](CC[C@@H]4[C@@]5(C)CCC(=O)C(C)(C)[C@@H]5CC[C@]43C)[C@@H]12 | 101 | 110 | 109 | 106 | 81 | 103 | 84 | 110
14 | CN1C(=O)N(C)C2(c3ccccc3)N(CC(=O)Nc3ccccc3O)C(=O)NC12c1ccccc1 (stereo not drawn) | 104 | 94 | 102 | 102 | 121 | 113 | 74 | 103
15 | O=C(COc1ccc(-c2nc3ccc(C(=O)c4ccccc4)cc3[nH]2)cc1)N=Nc1c(O)[nH]c2ccccc12 | 93 | 109 | 98 | 98 | 95 | 89 | 99 | 98
16 | CC(N)CCCC(C)(C)O (stereo not drawn) | . | 88 | . | . | 103 | . | 89 | 120
17 | N#C/C(=C\c1ccc(-c2cc(C(F)(F)F)ccc2Cl)o1)c1nc(-c2ccco2)cs1 | 99 | 121 | 103 | 105 | 105 | 112 | 86 | 113
18 | O=C1CCC(NCc2ccc(Cl)cc2)N1 (stereo not drawn) | 105 | 93 | 102 | 109 | 94 | 102 | 99 | 110
19 | COc1cc2c3c(n(CCCN4CCCC4)c(=O)c2cc1OC)-c1cc2c(cc1C3=O)OCO2 | -73* | -86* | -65* | 56 | 80 | -76* | 55 | .
20 | NS(=O)(=O)c1cccc(NC(=O)Nc2nc3ccccc3s2)c1 | 91 | 187 | 62 | 68 | 102 | 91 | 73 | 68
21 | N#CC(CCc1ccccc1[N+](=O)[O-])(CCc1ccccc1[N+](=O)[O-])C(N)=O | 93 | 112 | 90 | 90 | 92 | 97 | . | 96
22 | C=CCNc1nc2c(s1)CCc1cc(OC)c(OC)cc1-2 | 103 | 88 | 89 | 89 | 82 | 115 | 103 | 88
23 | O=C(NCn1c(=O)[nH]c2ccccc2c1=O)N(c1ccccc1)c1ccccc1 | 100 | 99 | 105 | 101 | 97 | 93 | 93 | 100
24 | CCCCCCC(CO)CCCC (stereo not drawn) | 96 | 92 | 110 | 92 | 121 | 103 | 101 | 113
25 | COc1cccc2c1[C@H](OC)[C@]13O[C@@]1(C2=O)[C@H](O)[C@H](C)[C@@](O)(C(=O)[C@@H]1O[C@H]1C)[C@@H]3O | 6.0* | -23* | -13* | 1.8* | -82* | -77* | -23* | -35*

# Values by screen from above.
# TK-10, nos. 14–17, in order: 94, 109, 88, 121

# Following part
no. | Compound | OVCAR-5 | TK-10 | OVCAR-8 | ACHN | A498 | RXF 393 | CAKI-1 | OVCAR-3
26 | COc1ccccc1NC(=O)c1sc2c(=O)[nH]c(C)nc2c1C | 138 | 104 | 100 | 101 | 95 | 110 | 86 | 105
27 | CCCCCCCCCCCCCCCCOP(=O)([O-])OCC[N+](C)(C)C | 53 | -70* | 60 | 36 | 3.5* | -32* | 16 | 33
28 | COc1cc(/C=C/C(=O)N2c3ccccc3CC2C)c(OC)c2c1OCO2 (stereo not drawn) | 87 | 96 | 97 | 96 | 69 | . | 101 | 103
29 | CCCC/C(=C\c1ccc(OC)c(OC)c1)C(=O)NC(Cc1ccccc1)C(=O)C(=O)NCCc1ccc(OC)cc1 (stereo not drawn) | 95 | 110 | 87 | 97 | 88 | 92 | 87 | 110
30 | O=c1[nH]c2ccc(Cl)cc2cc1CSc1ccccc1Nc1nccc(-c2ccc3c(c2)OCO3)n1 | 104 | 94 | 68 | 72 | 108 | 59 | 57 | 71
31 | N=C(N)SCNC(=O)NCSC(=N)N | 98 | 99 | 108 | 95 | 70 | 97 | 104 | 109
32 | O=C(CSc1nnc(-c2ccc3nc(-c4ccccc4)[nH]c3c2)o1)Nc1ccc(Cl)cc1 | 65 | 55 | 21 | 29 | 101 | . | 30 | 63
33 | CN(C)c1ccc(C2Nc3ccccc3-n3cccc32)cc1 (stereo not drawn) | 72 | 56 | 94 | 87 | 113 | 99 | 83 | 93
34 | O=c1[nH]c2ccccc2c2cc3ccccc3cc12 | 105 | . | 98 | 102 | 102 | 123 | 96 | 98
35 | COc1ccc(/C(C#N)=C/c2ccccn2)cc1 | 107&110 | 117&104 | 110&103 | 109&108 | 122&93 | 96&99 | 126&101 | 130&110
36 | CC1SC(c2c(Cl)cccc2Cl)N(NC(=O)c2[nH]c3ccc(F)cc3c2-c2ccccc2)C1=O (stereo not drawn) | 78 | 22 | 33 | 34 | . | 26 | . | -62*
37 | Oc1ccccc1/C=N/c1ccccn1 | . | . | 95 | 106 | 90 | 107 | 104 | 111
38 | O=C(O)c1cn(C2CC2)c2cc(N3CCN(C(=O)N(c4ccccc4)c4nc(-c5ccc(Cl)cc5)cs4)CC3)c(F)cc2c1=O | 94 | 107 | 77 | 45 | 63 | 74 | 81 | 84
39 | COc1ccc(NC(=S)Nc2nc3c(=O)[nH]nc(-c4ccc(C)cc4)c3s2)cc1 | 91 | 98 | 85 | 112 | 86 | 86 | . | 105
40 | CCOC(=O)[C@H]1CCCN1C(=O)[C@@H]1CCCN1C(=O)[C@H](Cc1ccccc1)NC(=S)Nc1ccc(OC)cc1 | 95 | 115 | 90 | 99 | 70 | 77 | 80 | 93
41 | CCOC(=O)Oc1c(OC)cc(C(=O)c2ccc(OC)c(O)c2OC)cc1OC | 77 | 43 | 29 | 38 | . | -10* | 32 | -1.9*
42 | CC(=O)S[C@@H]1CC2=CC(=O)CC[C@]2(C)[C@H]2CC[C@@]3(C)[C@@H](CC[C@@]34CCC(=O)O4)C12 (stereo partly drawn) | . | 98 | 101 | 86 | 129 | 101 | 78 | 109
43 | C#Cc1ccccc1NC(=O)c1sc2nc3c(cc2c1N)CCCCCC3 | 93 | 63 | 76 | 31 | 68 | 93 | . | 31
44 | CCNCCNc1cc(C2CCCC2)c(C#N)c2nc3ccccc3n12 | 71 | -25* | 29 | -35* | 75 | -32* | 40 | -82*
45 | O=C1CCC(NNC(=O)c2cccs2)N1 (stereo not drawn) | 101 | 100 | 110 | 96 | . | 122 | 97 | 111
46 | O=C1C(c2ccccc2)=C(c2c[nH]c3ccccc23)C(=O)N1O | 104 | 114 | 96 | 101 | 91 | 114 | 99 | 97
47 | CCCCC(CC)OC(=O)c1cccc(C)c1 (stereo not drawn) | 101 | . | 101 | 106 | 85 | 107 | 102 | 99
48 | COc1ccccc1NC(=O)c1sc2nc3c(cc2c1N)C(=O)CCC3 | 76 | . | 91 | 70 | -5.0* | 77 | 53 | 87
49 | CCCCCCCCCCCCCCCC[N+]1([O-])CCOCC1 | 96 | 82 | 113 | 90 | 122 | . | 81 | 87
50 | Cc1nn(-c2ccc([N+](=O)[O-])cc2)c(C)c1N=Nc1ccccc1 | 93 | 99 | 91 | 87 | 107 | 97 | 89 | 107

# Compound profiles, as listed above:
# `COc1cccc2c1[C@H](OC)[C@]13O[C@@]1(C2=O)[C@H](O)[C@H](C)[C@@](O)(C(=O)[C@@H]1O[C@H]1C)[C@@H]3O` in the list: OVCAR-5 = 6.0*; TK-10 = -23*; OVCAR-8 = -13*; ACHN = 1.8*; A498 = -82*; RXF 393 = -77*; CAKI-1 = -23*; OVCAR-3 = -35*
# `N=C(N)SCNC(=O)NCSC(=N)N` in the list: OVCAR-5 = 98; TK-10 = 99; OVCAR-8 = 108; ACHN = 95; A498 = 70; RXF 393 = 97; CAKI-1 = 104; OVCAR-3 = 109
# `O=C(COc1ccc(-c2nc3ccc(C(=O)c4ccccc4)cc3[nH]2)cc1)N=Nc1c(O)[nH]c2ccccc12` in the list: OVCAR-5 = 93; TK-10 = 109; OVCAR-8 = 98; ACHN = 98; A498 = 95; RXF 393 = 89; CAKI-1 = 99; OVCAR-3 = 98

# Remaining list, next part
no. | Compound | OVCAR-5 | TK-10 | OVCAR-8 | ACHN | A498 | RXF 393 | CAKI-1 | OVCAR-3
51 | O=C1Nc2cc(Cl)ccc2/C1=C/c1cccc(OCc2ccccn2)c1 | -7.0* | 35 | -21* | 17 | 123 | -3.3* | 17 | 24
52 | COc1cccc(-c2nc3sccn3c2-c2ccnc(NCCNC(=O)c3ccc(N4CCOCC4)c(C(F)(F)F)c3)n2)c1 | 97 | . | 62 | 71 | 65 | 79 | 69 | 94
53 | CC1CCC2(CC1)SC(C)C(=O)N2NC(=O)Cc1ccccc1Nc1c(Cl)cccc1Cl (stereo not drawn) | 83 | 90 | 81 | 64 | 83 | 69 | 62 | 76
54 | COc1ccc(Nc2ncccc2/C=C/C(=O)c2cc(OC)c(OC)c(OC)c2)cc1 | -15* | -15* | -34* | -83* | 65 | -61* | -24* | -88*
55 | Cc1nc2ncnc3ncn1c32 | 92 | 91 | 94 | 98 | 90 | . | 82 | 78
56 | Cn1c(=O)cc(S)c2ccccc21 | 128 | 128 | 93 | 95 | . | 127 | 103 | 113
57 | CCOC(=O)c1nn(-c2ccccc2)cc1C(=O)c1cc2cc(Br)ccc2oc1=O | 114 | 151 | 99 | 110 | 148 | 97 | 111 | 105
58 | CCCCCOc1ccc(/C=N/Nc2cc(C)nc3ccc(Br)cc23)cc1 | 106 | 19 | -46* | -26* | . | -83* | 44 | -83*
59 | CC(C(=O)c1c([O-])on[n+]1-c1ccccc1)n1cnnc1 (stereo not drawn) | 102 | 118 | 97 | 96 | 135 | . | 102 | 100
60 | Cn1c(=O)c2[nH]c(CCCc3nc4c([nH]3)c(=O)n(C)c(=O)n4C)nc2n(C)c1=O | 122 | 118 | 90 | 103 | 142 | . | 108 | 128
61 | S=C(N/N=C/c1ccc(Cl)cc1Cl)Nc1cccc2ccccc12 | 93 | 114 | 115 | 103 | 115 | 110 | 84 | 120
62 | CC(CCc1ccccn1)C(=O)C(C)CCc1ccccn1 (stereo not drawn) | 102 | 97 | 106 | 94 | 113 | 126 | 109 | 109
63 | Cc1cc2cn3c4cccnc4nc(N)c3c2cc1C | 97 | 123 | 91 | 90 | 110 | 94 | 99 | 94
64 | O=C1/C(=C/c2ccc(Cl)cc2)N=C2SCCCN12 | 94 | 94 | 95 | 95 | 94 | 97 | 80 | 107
65 | CN1CCCN(CCNc2nccc(-c3c(-c4cccc(O)c4)nc4sccn34)n2)S1(=O)=O | 81 | 92 | 60 | 23 | 59 | 41 | -25* | 61
66 | C#CCn1c(-c2cccc(OCCCCl)c2)nc2c1c(=O)n(C)c(=O)n2C | 99 | 101 | 55 | 77 | 84 | 104 | 69 | 58
67 | CC(=O)Oc1c(CBr)cccc1C(=O)O | 102 | 120 | 104 | 95 | 121 | 104 | . | 119
68 | O=C(Cc1ccc(Nc2ncnc3[nH]ccc23)cc1)Nc1ccc(F)c(Cl)c1 | 101 | 111 | 97 | 89 | 102 | 126 | 88 | 106
69 | CCOC(=O)/C=C/c1ccco1 | 107 | 118 | . | 110 | 115 | . | 104 | 130
70 | CC1NC(C(=O)O)Cc2c1[nH]c1ccccc21 (stereo not drawn) | 99 | 78 | 124 | 107 | 91 | 107 | 99 | 120

# 4 entries already listed, ordered by heavy-atom count, high to low.
no. | Compound | OVCAR-5 | TK-10 | OVCAR-8 | ACHN | A498 | RXF 393 | CAKI-1 | OVCAR-3
52 | COc1cccc(-c2nc3sccn3c2-c2ccnc(NCCNC(=O)c3ccc(N4CCOCC4)c(C(F)(F)F)c3)n2)c1 | 97 | . | 62 | 71 | 65 | 79 | 69 | 94
65 | CN1CCCN(CCNc2nccc(-c3c(-c4cccc(O)c4)nc4sccn34)n2)S1(=O)=O | 81 | 92 | 60 | 23 | 59 | 41 | -25* | 61
54 | COc1ccc(Nc2ncccc2/C=C/C(=O)c2cc(OC)c(OC)c(OC)c2)cc1 | -15* | -15* | -34* | -83* | 65 | -61* | -24* | -88*
56 | Cn1c(=O)cc(S)c2ccccc21 | 128 | 128 | 93 | 95 | . | 127 | 103 | 113

# These rows are one share of the data (hit frequency here may not be typical).
